Screening results deposited in PubChem by The Scripps Research Institute Molecular Screening Center.
M1 ag: human M1 muscarinic receptor agonism; AID 588814; CHO-K1 hM1, Fluo-8 calcium fluorescence, agonist mode; 0% DMSO, 100% acetylcholine EC100; P11229; activation, % at 3 µM; 0.33% of 360,000 active;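 active = activation above the run's mean compound activation plus 3 SD, cut at about 16% in these data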;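 also: peak over basal fluorescence ratio within a 140 s kinetic read after compound addition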
Target sequence (P11229 whole entry, looked up): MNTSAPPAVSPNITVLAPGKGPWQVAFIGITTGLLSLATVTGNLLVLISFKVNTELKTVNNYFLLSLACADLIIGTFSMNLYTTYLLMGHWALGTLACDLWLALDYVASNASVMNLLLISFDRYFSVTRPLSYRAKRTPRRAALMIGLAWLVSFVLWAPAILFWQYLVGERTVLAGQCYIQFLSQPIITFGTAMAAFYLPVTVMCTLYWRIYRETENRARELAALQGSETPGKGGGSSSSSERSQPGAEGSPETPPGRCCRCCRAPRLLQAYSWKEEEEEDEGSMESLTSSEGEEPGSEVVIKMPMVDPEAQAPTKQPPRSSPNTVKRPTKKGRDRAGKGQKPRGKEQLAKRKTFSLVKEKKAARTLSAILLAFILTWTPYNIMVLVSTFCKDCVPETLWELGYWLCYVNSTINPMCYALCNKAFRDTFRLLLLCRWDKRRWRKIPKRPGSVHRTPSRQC
OXTR potentiator: human OXTR potentiation. CHO-OTR cells, Fluo-8 calcium fluorescence, potentiator mode; 0% = oxytocin EC15, 100% = EC100. activation, % at 3 µM. 0.061% of 320,000 active;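 active = activation above that plate's cutoff, the mean activation of tested compounds plus 3 SD, cut at about 6.6% in these data, passing the limit was not always enough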;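 also: 100% uses oxytocin at 75 nM as the full agonist control; some results filed as inactive read as strong as hits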
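test system = CHO-OTR cells, human receptor | compound = single-point 3.0 µM | schedule = 6 min compound pre-incubation at room temperature, 100 s kinetic read | signal = Fluo-8 no-wash calcium dye fluorescence, excitation 470-495 nm, emission 515-575 nm | repeats = single well per compound, singlicate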
CHRM1 PAM: potentiates human M1 receptor response to acetylcholine | P11229 | activation, % at 3 µM | CHO-K1 hM1, Fluo-8 calcium fluorescence, ACh EC20; 0% = ACh EC20, 100% = maximal ACh | 0.088% of 360,000 active; in the data active = activation above about 19%, passing the limit was not always enough
CHRM1 antagonist: blocks human M1 muscarinic receptor; CHO-K1 hM1, Fluo-8 calcium fluorescence, ACh EC80 antagonist; inhibition, % at 3 µM; P11229; 1.3% of 360,000 active;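 active = percent inhibition above its own plate's cutoff, namely the mean of that plate's compound wells plus 3 SD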;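 also: peak over basal fluorescence ratio during 140 s after agonist addition; 0% = ACh EC80 plus DMSO and 100% = DMSO alone without agonist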
CHO parental Ca: signal in parental CHO cells, OX1R antagonist counter-screen | parental CHO-K1, ATP-induced calcium, Fluo-8 fluorescence | inhibition, % at 5.6 µM | 0.63% of 330,000 active | AID 463079;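 active = inhibition above that plate's mean sample inhibition plus 3 SD, cut at about 26% in these data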;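 also: 0% = ATP-challenged DMSO wells and 100% = DMSO wells without ATP; some compounds past the cut are filed as inactive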
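material = parental CHO cells | also added = ATP as calcium-mobilizing challenge | dosing = single point at 5.6 µM | detection = intracellular calcium via Fluo-8 no-wash fluorescent dye | read-out = % inhibition | benchmarks = low control ATP plus DMSO, high control DMSO only | repeats = one well per compound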
CHO-K1 Ca antag: M1 antagonist counterscreen hit in parental CHO-K1 cells; inhibition, % at 3 µM; ATP-induced calcium, Fluo-8 fluorescence; 0.6% of 360,000 active; AID 602250;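 active = inhibition above a per-plate cutoff, the plate's mean sample inhibition plus 3 SD, cut at about 24% in these data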;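 also: 0% = DMSO plus EC80 ATP and 100% = DMSO alone without ATP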
M4 antag: blocks acetylcholine activation of human M4 receptor; P08173; CHO-hM4 cells, ACh EC80, Fluo-8 calcium fluorescence; inhibition, % at 3 µM; 0.73% of 360,000 active; AID 624125;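 active = inhibition above its plate's cutoff, the mean inhibition of sample wells plus 3 SD, cut at about 27% in these data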;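 also: 0% = acetylcholine EC80 with DMSO and 100% = DMSO without agonist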
M4 ag: agonists of human muscarinic M4 receptor (CHRM4) | P08173 | CHO-K1 hM4/Gqi5, Fluo-8 calcium fluorescence; vehicle 0%, full acetylcholine response 100% | activation, % at 3 µM | 0.14% of 360,000 active | AID 624127;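 active = activation above the run mean over all test wells plus 3 SD, cut at about 32% in these data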;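 also: peak over basal fluorescence ratio per well then scaled between controls; 0% = DMSO wells and 100% = acetylcholine at EC100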
M1 ag parental: M1 agonist counterscreen hit in parental CHO-K1 cells | Fluo-8 calcium fluorescence; scaled to maximal ATP response, vehicle zero | activation, % at 3 µM | 0.48% of 360,000 active; in the data active = activation above about 15%;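 also: untransfected CHO-K1 host cells lacking M1 receptor as counterscreen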
* = called active by the depositor; x = no result given.

Sequence of screens: M1 ag	OXTR potentiator	CHRM1 PAM	CHRM1 antagonist	CHO parental Ca	CHO-K1 Ca antag	M4 antag	M4 ag	M1 ag parental
[1] Cc1ccccc1C(=O)NNC(=O)CSc1nc2ccccc2c(=O)[nH]1
 : -6	-1	12	-22	-3	-2	7	0	0.3
[2] COc1ccc(NC(=O)Cn2c3ccc(OC)cc3c3nc4n(c(=O)c32)CCS4)cc1
 : 6	-2	21	1	-7	-6	-6	1	0.1
[3] CCOC(=O)c1cccnc1SC(CC)C(=O)NCc1ccco1 (stereo unspecified)
 : -6	-4	5	-5	-18	-7	10	0	5.0
[4] CCOC(=O)C1(C)CCCN(C(=O)c2cccc(C#N)c2)C1 (stereo unspecified)
 : -1	x	6	-16	x	-4	-16	0	0.5
[5] CN(C)c1ccc(CN2CCC(C(=O)NC(c3ccc(Cl)cc3)c3cnccn3)CC2)cc1 (stereo unspecified)
 : -8	x	-4	-3	x	-2	-9	1	0.1
[6] [O-][n+]1c2c(nn1-c1ccc(Cl)c(Cl)c1)-c1nonc1CC2
 : -8	0	8	0	9	1	3	0	-0.3
[7] O=C(Nc1ccc(CN2CCOCC2)cc1)c1ccc(N2CCCC2)c([N+](=O)[O-])c1
 : -16	-2	7	-2	-12	5	-4	2	0.2
[8] Nc1ccccc1C#Cc1ccccc1
 : -9	-6	1	6	-6	-9	-10	0	-0.1
[9] COC(=O)c1ccc(NC(=O)CCS(=O)(=O)c2ccc3c(c2)NC(=O)C(C)S3)cc1 (stereo unspecified)
 : -2	-2	-3	3	-18	1	-1	4	5.8
[10] Cc1cc(C)cc(NC(=O)CN2C(=O)NC(Cc3c[nH]c4ccccc34)C2=O)c1 (stereo unspecified)
 : -2	-6	9	-2	-14	-5	10	0	-0.1
[11] COCCNc1nc(-c2cc(F)ccc2C)c2sc(-c3ccccc3)cc2n1
 : -2	x	-2	-7	x	5	-3	0	0.3
[12] CCN(C(=O)Cn1c(=O)oc2ccccc21)c1cccc(C(F)(F)F)c1
 : -2	-2	1	-21	-27	0	-2	1	0.8
[13] CCCn1ncc(CN2CCC(CO)(CC3CCCCO3)CC2)c1C (stereo unspecified)
 : -13	-5	-13	10	-15	12	-1	8	0.5
[14] CCN(CCO)Cc1cc(=O)oc2cc3c(cc12)CCC3
 : -5	1	0	4	-18	-2	5	0	1.4
[15] CC(/C=N\N1CCN(Cc2ccc(C)cc2)CC1)=C\c1ccccc1
 : -6	0	-7	7	-12	3	4	0	0.1
[16] CCc1ccccc1NC(=O)N[C@@H](C)C(=O)O
 : -4	-1	2	-6	-2	-6	15	2	0.0
[17] CCN(CC)S(=O)(=O)c1ccc(N2CCCC2)c(NC(=O)Cc2cc(OC)c(OC)c(OC)c2)c1
 : -3	-3	10	-15	-29	-4	3	0	-0.1
[18] CC1CCN(C(=O)c2ccc(N3CCOCC3)c([N+](=O)[O-])c2)CC1
 : 0	-10	-2	2	-2	-8	-5	2	0.6
[19] CC1SCC(=O)N(CC(=O)NCc2ccccc2)C1=O (stereo unspecified)
 : -7	-11	3	0	4	-5	-6	1	-0.3
[20] CCOc1ccc(C(c2nnnn2C(C)(C)C)N2CCN(C(=O)c3ccco3)CC2)cc1 (stereo unspecified)
 : -3	-6	9	-6	-17	-2	1	1	0.2

Some of these compounds in order of their number in OXTR potentiator, lowest first.
#	Molecule	OXTR potentiator
3	CCOC(=O)c1cccnc1SC(CC)C(=O)NCc1ccco1 (stereo unspecified)	-4
15	CC(/C=N\N1CCN(Cc2ccc(C)cc2)CC1)=C\c1ccccc1	0
14	CCN(CCO)Cc1cc(=O)oc2cc3c(cc12)CCC3	1

(more compounds)
cpd | molecule | M1 ag | OXTR potentiator | CHRM1 PAM | CHRM1 antagonist | CHO parental Ca | CHO-K1 Ca antag | M4 antag | M4 ag | M1 ag parental
21 | CN1C(C(=O)NCc2cccc(Br)c2)CC2Cn3c(nc4cc(Cl)c(Cl)cc43)C21 (stereo unspecified) | -2 | -6 | 4 | -3 | -10 | -19 | 0 | 5 | 1.0
22 | COc1ccccc1NC(=S)NCCSc1ccc(C)cc1 | -9 | -1 | -3 | 0 | -20 | 0 | -8 | -1 | 0.6
23 | O=C1[C@H]2[C@@H](c3ccc(F)cc3)N3C(=O)N(c4ccccc4)C(=O)[C@@]3(Cc3ccccc3)[C@H]2C(=O)N1C1CCCCC1 | -4 | -1 | -4 | 8 | -23 | -14 | 3 | 2 | -0.2
24 | COc1ccc(-c2ccccc2[C@H]2[C@@H]3C=CC[C@@H](C)[C@@H]3C(=O)N2Cc2ccccc2)cc1 | 0 | x | -6 | 5 | -23 | -21 | 7 | -2 | 0.3
25 | Nc1cc(S(=O)(=O)Nc2ccc(Cl)cc2)ccc1N1CCOCC1 | 6 | -9 | -14 | 39* | 36* | 19 | 16 | 16 | 12
26 | Cc1cc2nc(-c3ccc[nH]c3=O)[nH]c2cc1C | -5 | -10 | 4 | -10 | -5 | 0 | 0 | 1 | 0.5
27 | O=C(CN1CCN(C(=O)C2CC2)CC1)Nc1cc(C(F)(F)F)cc(C(F)(F)F)c1 | -4 | -5 | -5 | 17 | -15 | -3 | -13 | 1 | -0.1
28 | O=C(/C=C/c1ccc([N+](=O)[O-])cc1)Oc1ccc(/C=N/NC(=O)c2ccncc2)cc1 | 0 | -6 | 11 | -7 | 3 | -4 | -10 | 0 | 0.4

Some of the entries so far, as labelled records:
#25 Nc1cc(S(=O)(=O)Nc2ccc(Cl)cc2)ccc1N1CCOCC1
  M1 ag: 6
  OXTR potentiator: -9
  CHRM1 PAM: -14
  CHRM1 antagonist: 39*
  CHO parental Ca: 36*
  CHO-K1 Ca antag: 19
  M4 antag: 16
  M4 ag: 16
  M1 ag parental: 12

#26 Cc1cc2nc(-c3ccc[nH]c3=O)[nH]c2cc1C
  M1 ag: -5
  OXTR potentiator: -10
  CHRM1 PAM: 4
  CHRM1 antagonist: -10
  CHO parental Ca: -5
  CHO-K1 Ca antag: 0
  M4 antag: 0
  M4 ag: 1
  M1 ag parental: 0.5

#22 COc1ccccc1NC(=S)NCCSc1ccc(C)cc1
  M1 ag: -9
  OXTR potentiator: -1
  CHRM1 PAM: -3
  CHRM1 antagonist: 0
  CHO parental Ca: -20
  CHO-K1 Ca antag: 0
  M4 antag: -8
  M4 ag: -1
  M1 ag parental: 0.6

#24 COc1ccc(-c2ccccc2[C@H]2[C@@H]3C=CC[C@@H](C)[C@@H]3C(=O)N2Cc2ccccc2)cc1
  M1 ag: 0
  OXTR potentiator: x
  CHRM1 PAM: -6
  CHRM1 antagonist: 5
  CHO parental Ca: -23
  CHO-K1 Ca antag: -21
  M4 antag: 7
  M4 ag: -2
  M1 ag parental: 0.3
